RMI-FANCM inh – blocks RMI1/RMI2 complex binding to FANCM MM2 peptide; Fluorescence polarization, RMI core complex with F-MM2 peptide; stronger effect = lower value; AID 1159607; 0.58% of 70,000 active; FP signal (polarization) at 33 µM; in the data active means FP signal below about 40; further: inactives centre near 61; strong numbers were not always called active; unit not given here
* = called active by the depositor; & = joins results of further samples. A portion of the library; rates above refer to the full screens.

SMILES	RMI-FANCM inh
NC(=NCc1ccccc1)NC(=O)c1nc(Cl)c(N)nc1N	61&58
O=C(Nc1nccs1)c1ccc(Br)cc1F	62
COc1ccc(CN2CCN(C(c3ccc(F)cc3)c3ccc(F)cc3)CC2)c(OC)c1OC	65
CC(C)[C@@H]1CC[C@@H](C)CC1=O	65
NC(N)=NC(=O)Cc1c(Cl)cccc1Cl	57&61
O=C(CSc1nnc2ccccn12)Nc1nc(-c2ccccc2)ns1	60
C[C@H]1[C@H](C)CC[C@]2(C(=O)O[C@@H]3O[C@H](COC4O[C@H](CO)[C@@H](OC5O[C@@H](C)[C@H](O)[C@@H](O)[C@H]5O)[C@H](O)[C@H]4O)[C@@H](O)[C@H](O)[C@H]3O)CC[C@]3(C)C(=CC[C@@H]4[C@@]5(C)C[C@@H](O)[C@H](O)[C@@](C)(CO)C5CC[C@]43C)[C@H]12 (some centres not stated)	50
CC(C)c1ccc(N2C(=O)SC(c3ccccc3)C2=O)cc1 (configuration not stated)	59
COc1ccc(/C=C/C(=O)O)cc1	59
O=C1Cc2c([nH]c3ccc([N+](=O)[O-])cc23)-c2ccccc2N1	59
N=c1cc(N2CCCCC2)nc(N)n1O	54
Cn1c(=O)c2c(ncn2CCO)n(C)c1=O	59&55
CC(=O)Nc1ccccc1	55
COc1ccccc1OCCNCC(O)COc1cccc2[nH]c3ccccc3c12 (configuration not stated)	55&78
CC(=O)Nc1ccc(O)cc1	56&57
C#C[C@]1(O)CCC2C3CCC4=CC(=O)CC[C@@H]4C3CC[C@@]21CC (some centres not stated)	65
C=C1c2cccc(O)c2C(O)=C2C(=O)[C@]3(O)C(O)=C(C(N)=O)C(=O)[C@@H](N(C)C)[C@@H]3[C@@H](O)[C@H]12	40&61
CCCCC1C(=O)N(c2ccccc2)N(c2ccccc2)C1=O	66&53
O=c1cc(-c2ccc(O)cc2)oc2cc(O[C@@H]3O[C@H](CO)[C@@H](O)[C@H](O)[C@H]3O[C@@H]3OC[C@](O)(CO)[C@H]3O)cc(O)c12	59
Cc1cccc(C)c1NC(=O)C1CCCCN1C (configuration not stated)	56&64
CCCCCCc1ccc(O)cc1O	66
COc1ccc2ccc(=O)oc2c1	61
CCn1cc(C(=O)O)c(=O)c2cc(F)c(N3CCNCC3)nc21	56
Nc1ncnc2nc[nH]c12	65
CC(=O)N1CC(O)C[C@H]1C(=O)O (some centres not stated)	55

Fetched one by one from the list above (three):
SMILES	RMI-FANCM inh
Nc1ncnc2nc[nH]c12	65
CC(=O)N1CC(O)C[C@H]1C(=O)O (some centres not stated)	55
C[C@H]1[C@H](C)CC[C@]2(C(=O)O[C@@H]3O[C@H](COC4O[C@H](CO)[C@@H](OC5O[C@@H](C)[C@H](O)[C@@H](O)[C@H]5O)[C@H](O)[C@H]4O)[C@@H](O)[C@H](O)[C@H]3O)CC[C@]3(C)C(=CC[C@@H]4[C@@]5(C)C[C@@H](O)[C@H](O)[C@@](C)(CO)C5CC[C@]43C)[C@H]12 (some centres not stated)	50

Part of the list above, as comma-separated lines:
SMILES,RMI-FANCM inh
C#C[C@]1(O)CCC2C3CCC4=CC(=O)CC[C@@H]4C3CC[C@@]21CC (some centres not stated),65
C=C1c2cccc(O)c2C(O)=C2C(=O)[C@]3(O)C(O)=C(C(N)=O)C(=O)[C@@H](N(C)C)[C@@H]3[C@@H](O)[C@H]12,40&61
CCCCC1C(=O)N(c2ccccc2)N(c2ccccc2)C1=O,66&53

Sorted by value in RMI-FANCM inh (largest number first): 3 from the list above
mol | RMI-FANCM inh
CC(C)[C@@H]1CC[C@@H](C)CC1=O | 65
O=C1Cc2c([nH]c3ccc([N+](=O)[O-])cc23)-c2ccccc2N1 | 59
CC(=O)Nc1ccccc1 | 55

Back to the main list with the 2 entries that preceded the break.
SMILES	RMI-FANCM inh
Nc1ncnc2nc[nH]c12	65
CC(=O)N1CC(O)C[C@H]1C(=O)O (some centres not stated)	55
CC(=O)Nc1ccc(S(=O)(=O)Nc2cc(C)on2)cc1	56
Cc1cc(C)cc(OCC2CNC(=O)O2)c1 (configuration not stated)	48
CCn1c(SCc2nc(-c3ccc(Cl)cc3)no2)nc2ccccc2c1=O	81
Cc1cc(C)cc(NC(=O)Nc2nccn(-c3ccc(Br)cc3)c2=O)c1	73
O=c1ccn([C@H]2C[C@H](O)[C@@H](CO)O2)c(=O)[nH]1	55
CC(=O)c1sc(NC(=O)c2c[nH]c3ccccc3c2=O)nc1C	65
CC1CCN(C(=O)CSCC(=O)Nc2nc(-c3ccc4c(c3)OCO4)cs2)CC1	69
Nc1c2c(nc3ccccc13)CCCC2O (configuration not stated)	52&60
CCc1c2c(nc3ccc(OC(=O)N4CCC(N5CCCCC5)CC4)cc13)-c1cc3c(c(=O)n1C2)COC(=O)[C@]3(O)CC	49
O=C1NCCOc2ccc(NS(=O)(=O)c3ccc(F)c(Cl)c3)cc21	65
CCC(=O)O[C@]1(C(=O)SCF)[C@H](C)C[C@H]2[C@@H]3C[C@H](F)C4=CC(=O)C=C[C@]4(C)[C@@]3(F)[C@@H](O)C[C@@]21C	54&63
CCCCCC(=O)O[C@]1(C(C)=O)CCC2C3CCC4=CC(=O)CC[C@]4(C)C3CC[C@@]21C (some centres not stated)	64
CCOC(=O)NNc1nncc2ccccc12	63&53
CCCCOc1ccc(CC(=O)NO)cc1	51&49
COc1c(O)cc2c(c1O)[C@H]1O[C@H](CO)[C@@H](O)[C@H](O)[C@@H]1OC2=O	63
COC(=O)C1CCN(S(=O)(=O)CCCOc2cccc3c2OC(C)(C)C3)CC1	60
Cc1nnc(NC(=O)CSCc2ccco2)s1	57
O=C(NCCCn1nc(-c2ccncc2)ccc1=O)C1c2ccccc2Oc2ccccc21	72

From PubChem
